# Screening data deposited in PubChem by Columbia University Molecular Screening Center.
# mHtt clearance: compounds clearing mutant huntingtin protein | inhibition, % at 1.5 µM | hit rate 0.42% among 47,000 | HeLa Exon1htt(103Q)mCFP, aggregate imaging; zero = plate's median compound well;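 active means inhibition of aggregate fluorescence above about 70%, also judged a hit by eye on the cell image, limit read from the data, passing the limit was not always enough; inconclusive means no rule stated for this call; inactive means not judged a hit on image review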;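 further: cells exposed to compound for three days before fixation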
# mHtt clearance grain fraction: further read-out of mHtt clearance, marked with its call; fraction fluorescence in grains; measured here: aggregate grain fluorescence fraction; active compounds read low;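 scaled fraction of total cell fluorescence in grains with unit not stated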
# * = called active by the depositor; u = inconclusive; x = not tested or not shown. These rows are one share of the data; count on the stated rates, not on these rows.
SMILES,mHtt clearance,mHtt clearance grain fraction
CCCNC(=O)NC(C(=O)OC)C12CC3CC(CC(C3)C1)C2 (stereo unspecified),11,17
Fc1cnc(N2CCOCC2)nc1N1CCc2ccccc21,-52,30
O=C(CSc1nc2c(c(=O)n1-c1ccc(F)cc1)SCC2)NCC1CCCO1 (stereo unspecified),2,23
COc1ccccc1N(CC(=O)NC1CCCCC1)S(C)(=O)=O,46,21
CCn1c(Sc2nc(C)nc3scc(-c4cccs4)c23)n[nH]c1=O,-1,18
COc1ccc(NC(=O)Cn2nnc(-c3ccccc3N)n2)cc1OC,41,11
CCN1CCN(C(c2ccc(OC)cc2)C(O)C(=O)c2c[nH]c3ccccc23)CC1 (stereo unspecified),-56,28
Cc1c(C)n(CC(O)CN2C(=O)c3ccccc3S2(=O)=O)c2ccccc12 (stereo unspecified),2,23
CC(=O)Nc1cccc(C(=O)/C=C/c2ccco2)c1,25,16
CCOC(=O)c1sc(=NC(=O)c2ccc(S(=O)(=O)N3CC(C)OC(C)C3)cc2)n(C)c1C (stereo unspecified),-2,38
Cc1ccc(C(=O)CC2(O)C(=O)N(Cc3ccccc3Cl)c3ccccc32)o1 (stereo unspecified),1,19
CCOC(=O)C(NC(=O)CC)(Nc1ccc(S(=O)(=O)Nc2onc(C)c2C)cc1)C(F)(F)F (stereo unspecified),1,18
C/C=C/c1ccc(OCCCNC)c(OC)c1,-155,78
Cc1cc(C)n(C(=O)CN2C(=O)c3ccccc3C2=O)n1,-26,42
CC1CN(C2CCN(C(=O)c3ccccc3Cl)CC2)CC(C)O1 (stereo unspecified),-1,43
NC(=O)CSc1nnc(-c2cnccn2)n1-c1ccccc1,-52,28
Cc1ccc(C)n1-c1ccc(-n2cnnn2)cc1,26,14
Cc1cc(N2CCOCC2)nc2ccc(NC(=O)CCC(=O)N3CCCCC3)cc12,-49,61
CC(C)C(=O)Nc1nnc(SCC(=O)N2c3ccccc3CC2C)s1 (stereo unspecified),-17,45
C=CCCCCCCCCC(=O)NNC1=CC(=O)CC(C)(C)C1,-2,44
c1ccc(C(Cc2nc(-c3ccccn3)no2)c2ccccc2)cc1,-26,24
Clc1ccc(CSc2ncccn2)cc1,23,15
O=C(CCN1C(=O)C2CC=C(Cl)CC2C1=O)NCc1ccco1 (stereo unspecified),-89,38
Cc1nc(Sc2nnnn2-c2ccccc2)c(C#N)c(C)c1C,-19,56
Cc1c(C(=O)N2CCCc3ccccc32)oc2ccc(S(=O)(=O)N3CCOCC3)cc12,-4,38
COCCCNC(=O)C1CC(=O)N(c2ccc(C)cc2)C1 (stereo unspecified),19,15
CCOC(=O)c1[nH]nc(N)c1NC(=O)c1ccc(Cl)cc1Cl,-18,22
Cc1[nH]c2ccc(C(=O)OCCN(C)C)cc2c1C,10,15
O=Cc1cn(CC(=O)N2CCOCC2)c2ccccc12,29,14
COc1ccc(C2C(C#N)=C(N)Oc3cc(C)n(Cc4ccncc4)c(=O)c32)cc1 (stereo unspecified),0,34
O=C(Nc1cccc(O)c1)c1noc2c1CCCCC2,3,20
Cc1cc(C)nc(NC(=O)CCC2CCCC2)c1,-58,31
CCCCn1cnc2c1c(=O)n(CC(=O)c1cc(C)n(C)c1C)c(=O)n2CC(C)C,18,24
Cn1c(=O)[nH]c(=O)c2c1nc(N1CCc3ccccc3C1)n2CCSc1nc2ccccc2s1,20,13
COC(=O)c1[nH]c2ccc(C)cc2c1NC(=O)CN1CCN(Cc2ccccc2)CC1,7,19
CCC1(O)c2ccccc2-c2ncccc21 (stereo unspecified),70,12
COC(=O)C1=C(C)N(C)C(C)=C(C(=O)OC)C1c1cccc(Br)c1,-33,29
CCOC(=O)C1CCCN(Cc2nc(N)nc(Nc3ccccc3)n2)C1 (stereo unspecified),0,21
Cc1cc2c(nn1)CCC/C2=N\O,22,14
O=C1CC(c2ccccc2)CC(O)=C1C=NCc1ccco1 (stereo unspecified),-16,25
O=c1c2[nH]c3ccc(F)cc3c2ncn1CCN1CCOCC1,19,18
COC(=O)c1ccccc1NC(=O)CN1CCC(n2nnc3cc(F)ccc32)CC1,24,14
COc1ccc(-c2cc(C(=O)O)c3ccccc3n2)c(OC)c1,22,26
Nc1nc2n(n1)C(c1cccc(Cl)c1)CC(c1ccc(F)cc1)N2 (stereo unspecified),26,39
O=C1CC(c2ccco2)Cc2nc(Nc3nc(-c4ccccc4)c4ccccc4n3)ncc21 (stereo unspecified),-19,48
c1ccc2c(c1)[nH]c1c(N3CCOCC3)ncnc12,-49,64
COC(=O)c1cc(NC(=O)C2CC=CCC2C(=O)O)cc(C(=O)OC)c1 (stereo unspecified),-20,23
Cc1cc(C2C(C#N)=C(N)Oc3n[nH]c(C)c32)c(C)s1 (stereo unspecified),u,x
CCOC(=O)Cn1c2c(c(=N)c3ccccc31)CCC2,-26,21
CCC(=O)Nc1ccc(Oc2ccc3c(c2)C(=O)NC3=O)cc1,12,17

# (next part)
SMILES,mHtt clearance,mHtt clearance grain fraction
Cc1ccc(-c2cc(C(=O)Nc3c(C#N)cnn3C)no2)cc1,-37,27
Cc1oncc1-c1cn2ccccc2n1,16,27
Cc1nnc(SCCn2c(N3CCN(C)CC3)nc3c2c(=O)[nH]c(=O)n3C)s1,8,36
CCOc1ccc(NC(=O)N(CCCN2CCOCC2)Cc2cccnc2)cc1,32,28
Cn1nnnc1Sc1ncnc2scc(-c3ccc(F)cc3)c12,-97,67
CCCC(C)C(=O)NCc1ccccc1OC (stereo unspecified),-18,25
Nc1nc2ccccc2n1/N=C/c1ccc(-c2ccccc2)o1,-38,53
CCC(=O)c1cc2c(cc1NC(=O)c1ccc(C)cc1)OCCO2,-3,17
Cc1noc(NS(=O)(=O)c2ccc(NC(=O)CCC3CCCC3)cc2)c1C,11,20
COc1ccc(S(=O)(=O)NC(C(C)C)C(C)C)cc1OC,-10,22
CCOC(=O)c1cc2c(=O)n3cccc(C)c3nc2n(CCOC)c1=NC(=O)c1ccncc1,-97,35
COc1ccc(NC(C)=O)c2nc(C)c(C)nc12,-18,43
NCCCCCc1nnc(SCc2cccc(Cl)c2)o1,-12,38
COc1ccc(S(=O)(=O)NCC(c2cccnc2)N2CCN(C)CC2)cc1C (stereo unspecified),63,11
Cc1ccc(S(=O)(=O)N2CCN(C(=O)C3COc4ccccc4O3)CC2)cc1C (stereo unspecified),17,29
CC(=O)Oc1ccc2c(c1)cc(C)n2C,-4,19
Cc1[nH]c(=O)cc2ccccc12,5,32
CCOC(=O)C1=C(N)N2C(=O)C(C)SC2=C(C(=O)OCC)C1c1ccccc1 (stereo unspecified),-11,22
CCCC(=O)Nc1nc2nc(C)cc(=O)n2[nH]1,6,19
Cc1cnc(NC(=O)C2CCCO2)s1 (stereo unspecified),-21,23
COC(=O)C1CCN(C(=O)c2sc3nc(-c4ccccc4)cn3c2C)CC1,-34,32
Cc1cccc(N2CCN(C(=O)c3cc4c(=O)[nH]c5ccccc5c4n3C)CC2)c1C,44,10
CC1(C)N=C2C(=[N+]1[O-])CCC/C2=N\O,-9,37
Cc1ccc(C(=O)Nc2ccc(CC(=O)O)cc2)o1,-30,27
O=C(NC(NC(=S)Nc1cccc(Cl)c1)C(Cl)(Cl)Cl)OCc1ccccc1 (stereo unspecified),-26,42
O=C1C2CC=C(Cl)CC2C(=O)N1CCc1ccccc1 (stereo unspecified),-25,24
CCCC(NC(=O)CNC(=O)C(C)(C)C)C(=O)O (stereo unspecified),0,46
CC(C)=CC(=O)OCC(=O)Nc1ccc(F)cc1Cl,-13,34
COC(=O)Cc1c(C)nc2nc(-c3ccc(OC)cc3)[nH]n2c1=O,21,35
O=C(CN1CCN(Cc2cccc(Cl)c2)C1=O)NCc1ccccn1,-17,48
COc1ccc(OCCCC(=O)Oc2ccc(OC)cc2)cc1,14,27
CCn1c(-c2ccc(C)cc2)n[nH]c1=S,-18,27
CCc1ccccc1NC(=O)c1cnc2n(c1=O)CCS2,-48,49
O=C(CCc1ccccc1)Nc1cc(Cl)ccc1O,5,36
CCC(=O)c1ccc(OCC(O)CN2CCN(C(c3ccccc3)c3ccccc3)CC2)cc1 (stereo unspecified),25,28
Nn1c(SCc2ccccc2)nnc1-c1ccccn1,-122,79
CCCCCc1ccc(CC(=O)Nn2c(C)nc3ccccc3c2=O)cc1,47,17
CCCCC(=O)OCC(=O)Nc1ccc(OC(F)F)cc1,-1,35
O=C(COC(=O)CCS(=O)(=O)c1ccc(Cl)cc1)Nc1ncc(Cl)cc1Cl,-37,60
CCOC(=O)C1CCN(CC(=O)Nc2c(C(=O)OC)[nH]c3cccc(Cl)c23)CC1,-40,27

# An excerpt of these results, with two lines to a compound:
# Fields: mHtt clearance, mHtt clearance grain fraction
- Cc1cccc(N2CCN(C(=O)c3cc4c(=O)[nH]c5ccccc5c4n3C)CC2)c1C
→ 44, 10
- CC1(C)N=C2C(=[N+]1[O-])CCC/C2=N\O
→ -9, 37
- Cc1ccc(C(=O)Nc2ccc(CC(=O)O)cc2)o1
→ -30, 27
- O=C(NC(NC(=S)Nc1cccc(Cl)c1)C(Cl)(Cl)Cl)OCc1ccccc1 (stereo unspecified)
→ -26, 42
- O=C1C2CC=C(Cl)CC2C(=O)N1CCc1ccccc1 (stereo unspecified)
→ -25, 24
- CCCC(NC(=O)CNC(=O)C(C)(C)C)C(=O)O (stereo unspecified)
→ 0, 46
- CC(C)=CC(=O)OCC(=O)Nc1ccc(F)cc1Cl
→ -13, 34
- COC(=O)Cc1c(C)nc2nc(-c3ccc(OC)cc3)[nH]n2c1=O
→ 21, 35
- O=C(CN1CCN(Cc2cccc(Cl)c2)C1=O)NCc1ccccn1
→ -17, 48
- COc1ccc(OCCCC(=O)Oc2ccc(OC)cc2)cc1
→ 14, 27
- CCn1c(-c2ccc(C)cc2)n[nH]c1=S
→ -18, 27
- CCc1ccccc1NC(=O)c1cnc2n(c1=O)CCS2
→ -48, 49
- O=C(CCc1ccccc1)Nc1cc(Cl)ccc1O
→ 5, 36
- CCC(=O)c1ccc(OCC(O)CN2CCN(C(c3ccccc3)c3ccccc3)CC2)cc1 (stereo unspecified)
→ 25, 28
- Nn1c(SCc2ccccc2)nnc1-c1ccccn1
→ -122, 79
- CCCCCc1ccc(CC(=O)Nn2c(C)nc3ccccc3c2=O)cc1
→ 47, 17
- CCCCC(=O)OCC(=O)Nc1ccc(OC(F)F)cc1
→ -1, 35
- O=C(COC(=O)CCS(=O)(=O)c1ccc(Cl)cc1)Nc1ncc(Cl)cc1Cl
→ -37, 60

# Next entries
SMILES,mHtt clearance,mHtt clearance grain fraction
CCN(Cc1cc2ccccc2[nH]c1=O)C(=O)C(C)C,-60,61
CCN(CC)CCCN1C(=O)C(=O)/C(=C(/O)c2cc(C)ccc2C)C1c1cccnc1 (stereo unspecified),61,8
CCn1c(SCC(=O)OC2CCCCC2)nnc1-c1ccncc1,-72,33
O=C1CCCN1CCC1CCN(C2CC(=O)N(Cc3ccc(N4CCCC4=O)cc3)C2=O)CC1 (stereo unspecified),-72,30
N#Cc1c2c(c[nH]c1=O)CCN2Cc1ccccc1,7,16
CCn1c(SCc2ccccc2)nnc1-c1ccc(S(=O)(=O)N2CCCCC2)cc1,29,13
COC(=O)c1sc2nc3c(cc2c1N)C(=O)CC(C)(C)C3,-83,40
Cc1cc(=O)oc2c(CN(C)Cc3ccccc3)c(O)ccc12,6,17
O=C(Cn1cccc1C(=O)c1ccccc1)NCCN1CCCCCC1,4,39
OCCNc1ncnc2c1ncn2Cc1ccccc1,35,25
O=C(NNC1=NCCC1)c1cccc(Br)c1,-5,42
Cc1[nH]n2c(=O)c(C#N)c(-c3ccccc3)nc2c1-c1ccccc1,-5,32
O=C(NCc1ccco1)c1cc2cc3ccc(Cl)cc3nc2o1,-60,34
CCN(CC)c1ccc2cc(-c3nnc(-c4ccccc4)o3)c(=O)oc2c1,-77,34
CCn1c(O)c(C=NC2CCCC2)sc1=S,-3,22
Cc1cccc(NC(=O)c2sc(NC(=O)c3ccco3)c(C#N)c2C)c1C,20,31
COC(=O)[C@@H](NC(=O)NCc1cccs1)C(C)C,-34,58
CCS(=O)(=O)CCSc1nc2c(cc1C#N)CCCC2,-6,22
O=C(c1ccc(CNc2c(N3CCCC3)c(=O)c2=O)cc1)N1CCc2ccccc2C1,-38,43
O=c1c(Cc2ccc(F)cc2)c(O)ccn1C1CCCCC1,-17,45
COC(=O)CC1=Nc2ccccc2NC(=O)C1,8,19
CCCCNc1nc2c(c(=O)n(C)c(=O)n2C)n1Cc1cccc(OC)c1,-40,26
O=C(CSC1=NCCN1)NC1CCCCCC1,29,13
COC(=O)c1ccc(NC(=O)C(C)N2C(=O)c3ccccc3C2=O)cc1 (stereo unspecified),-19,55
CCN1CCN(CC(=O)Nc2sc3c(c2C#N)CCC(C)C3)CC1 (stereo unspecified),51,15
CCCNC(=O)Nc1ccccc1C(=O)Nc1ccc(OC)cc1,27,14
O=C1CCCc2c1nc(-c1ccco1)n2O,-62,55
CC(C)Oc1ccc2nnnn2n1,-3,41
Cc1cccn2cc(CCNC(=O)c3ccco3)nc12,8,43
Cc1nc2cc(S(=O)(=O)N3CCC(C(=O)O)CC3)ccc2n1C1CCCC1,-34,52
Cc1ccc(C(=O)COC(=O)CNC(=O)C(c2ccccc2)c2ccccc2)cc1[N+](=O)[O-],-26,49
CCOc1ccccc1Oc1coc2cc(OC)ccc2c1=O,-2,44
O=S(=O)(NCC(c1ccccc1)N1CCNCC1)c1ccc(Cl)cc1 (stereo unspecified),17,30
CCOc1cc(C(=O)OCc2ccc(C(=O)OC)o2)cc(Br)c1OC,24,32
OCCN1CCN(C(=S)c2ccc(Br)cc2)CC1,14,34
C=CCn1c(-c2ccc3[nH]c(C)c(C)c3c2)n[nH]c1=S,-112,89
COc1cccc(Nc2nc(-c3ccc4c(c3)OCCO4)cs2)c1,-34,51
CCCCN(CC)S(=O)(=O)c1ccc(C(=O)Nc2nnc(COC)o2)cc1,47,21
O=C1CCC([N+](=O)[O-])C(c2ccc(Cl)cc2Cl)N1 (stereo unspecified),7,15
Cn1cccc1CNC(=O)Nc1ccc(Cl)c(Cl)c1,-26,26
C=CCNc1nc2ccccc2nc1NS(=O)(=O)c1cccs1,40,21
O=C(CCn1c(=O)oc2ccccc21)NCCCN1CCN(c2ccc(F)cc2)CC1,10,31
